Source: PubChem BioAssay
TcdB GH inh: TcdB glycohydrolase inhibitors, primary screen, biochemical, single point, plate reader. hit rate 0.24% among 350,000. inhibition, % at 9.99 µM. TcdB glycohydrolase enzymatic assay. Toxin B (Clostridioides difficile), P18177; in the data active = inhibition above about 10%
Anthrax LF inh2: Bacillus anthracis LF protease inhibitors, primary screen, biochemical, multiplex microsphere, MLPCN library; multiplex microsphere protease cleavage assay; inhibition, % at 10 µM; hit rate 0.12% among 360,000; AID 588501, 2011; in the data active = inhibition above about 30%; note: plate controls were buffer without enzyme for full effect and enzyme alone for no effect
* marks the source's active call; other numbers are inactive results; & = joins results of further samples. This is a subset (hit frequency here may not be typical).

SMILES | TcdB GH inh | Anthrax LF inh2
CC1=C(C(=O)N2CCOCC2)CC(CC(=O)NCC2CCCCC2)C(=O)N1Cc1ccc(C(C)(C)C)cc1 (configuration not stated) | 3.0 | -6
COC(=O)[C@@]1(Cc2ccc(F)cc2)[C@H]2c3cc(C(=O)N4CCCC4)n(Cc4cc(F)cc5c4OCOC5)c3C[C@H]2CN1C(=O)c1ccccc1 | 0.4 | -8
CN1CCN(c2ccc(CNC[C@H]3O[C@@H](n4cnc5c(=O)[nH]c(N)nc54)[C@H](O)[C@@H]3O)c(S(C)(=O)=O)c2)CC1 | -0.2 | 1
CCCCNc1nc(NCc2ccccc2)nc2ccccc12 | 0.5 | -15
O=C(NC1CCCCC1)C1c2ccccc2OCC(=O)N1Cc1ccccn1 (configuration not stated) | 2.1 | 2
CN(Cc1ccccc1)C(=O)[C@@H]1CCCN1C(=O)[C@@H]1CCCN1C(=O)c1cccs1 | 0.1 | 3
CC(C)(C)n1c(O)c2n(c1=O)Cc1ccccc1N=C2c1ccccc1 | 3.4 | -7
CCCCCc1c(Cc2ccccc2)ncn1CCc1ccccc1OC | 0.7 | -8
CN1CCN2c3ccccc3CC(C#N)(C#N)C2C1 (configuration not stated) | 0.2 | -2
O=c1[nH]c(=S)[nH]c2c1C(C1CCCCC1)OC(C1CCCCC1)C2 (configuration not stated) | -0.2 | 4
O=S1(=O)N[C@H](Cc2ccccc2)COc2cccc(N3CCSCC3)c21 | 0.6 | -8
CC(C)N1CCOC(c2ccc(O)c(O)c2)C1 (configuration not stated) | -4.7 | -1
CCOC(=O)C1=CCN(S(=O)(=O)c2ccccc2F)C1c1ccc(Cl)c(Cl)c1 (configuration not stated) | 0.2 | -1
CC(C)(C)NC(=O)C1(C)CCC(=O)N1C1CC1 (configuration not stated) | 0.7 | -8
CN(C)C1CN(Cc2cn(Cc3cccc(Cl)c3)nn2)S(=O)(=O)C1 (configuration not stated) | 0.8 | 4
O=C(CC[C@H]1O[C@@H](n2ccc(=O)[nH]c2=O)[C@H](O)[C@@H]1O)NC1CCN(Cc2ccccc2)C1 (some centres not stated) | 0.9 | -3
COC(=O)C1(C)CCc2c(ccc3ccccc23)C1=O (configuration not stated) | 0.3 | -2
O=C1NC[C@H](CCCCN2C[C@H](Cc3ccccc3)N(CCc3ccc(O)cc3)C(=O)C2=O)N(CCc2ccc(O)cc2)C1=O | 4.4 | -12
COc1ccc(-n2nnnc2C(C2CC2)N2CCC(n3c(=O)[nH]c4ccccc43)CC2)cc1 (configuration not stated) | -0.7 | -3
COc1cc(C2(C)SCCCS2)cc(OC)c1OC | -1.7 | 2
COc1cc(OC)cc(C2=Cc3ccc(OC)cc3C(CC(C)=O)N2c2ccc(-c3cncnc3)cc2)c1 (configuration not stated) | -2.1 | -7
O=C([C@H]1O[C@@H](n2ccc(=O)[nH]c2=O)[C@H](O)[C@@H]1O)N(CCC1=CCCCC1)CC1CC1 | 2.7 | 0
O=c1[nH]c2ccccc2n1C1CCN(C(c2ccccc2OC(F)(F)F)c2nnnn2-c2ccc3c(c2)OCCO3)CC1 (configuration not stated) | 0.7 | -2
CN(C)CC#Cc1cccc(-c2nc(C(=O)O)cc3c2[C@@H](CCO)N(S(=O)C(C)(C)C)C3)c1 (some centres not stated) | -0.7 | -5
COC[C@H]1CCCN1c1ccc2c(c1)O[C@H](COCc1ccccc1)CN([C@@H](C)c1ccccc1)S2(=O)=O | 0.1 | -3
Cc1cc2nc(C(C)(C)C)c(CC3CCCCC3)n2c(C)c1Br | -0.1 | -2
O=C(OCCO)c1c(C2=CCCCC2)oc2c1C(OCCO)CCC2 (configuration not stated) | 0.9 | -4
COC[C@@H]1CCCN1c1ccc2c(c1)O[C@H](COCc1ccccc1)CN([C@@H](C)c1ccccc1)S2(=O)=O | -0.2 | -13
Nc1c([N+](=O)[O-])cc2c3c(cccc13)CC2 | 1.1 | -7
COc1ccc(CNc2cccnc2Cl)cc1 | 7.6 | 1
Nc1ncnc2c1ncn2C1OC(CO)C2OC21 (configuration not stated) | -4.6 | 1
COC(=O)[C@]12CCCCC=C1N(Cc1ccco1)C(=O)[C@H](CC(=O)NCCC(C)C)C2 | 0.5 | -8
COc1ccccc1Cc1c(-c2ccc(C#N)cc2)nc2c(C)cc(Br)cn12 | -6.9 | -8
Cc1cn([C@H]2C[C@H](O)[C@@H](/C=C/C(=O)N3CCN(Cc4ccc(F)cc4)CC3)O2)c(=O)[nH]c1=O | -0.6 | -2
COc1cc(OC)cc(C2=Cc3ccc(OC)cc3C(CC(C)=O)N2c2ccc(C#CC3(N)CCCCC3)cc2)c1 (configuration not stated) | 0.7 | -7
COc1ccccc1Cc1c(-c2ccc(OC)c(OC)c2)nc2ccc(Cl)cn12 | 1.2 | 10

The last 4 records of the section above lead into the next:
SMILES | TcdB GH inh | Anthrax LF inh2
COc1ccccc1Cc1c(-c2ccc(C#N)cc2)nc2c(C)cc(Br)cn12 | -6.9 | -8
Cc1cn([C@H]2C[C@H](O)[C@@H](/C=C/C(=O)N3CCN(Cc4ccc(F)cc4)CC3)O2)c(=O)[nH]c1=O | -0.6 | -2
COc1cc(OC)cc(C2=Cc3ccc(OC)cc3C(CC(C)=O)N2c2ccc(C#CC3(N)CCCCC3)cc2)c1 (configuration not stated) | 0.7 | -7
COc1ccccc1Cc1c(-c2ccc(OC)c(OC)c2)nc2ccc(Cl)cn12 | 1.2 | 10
O=S1(=O)CC(N2CCCC2)CN1Cc1cn(Cc2ccc(F)cc2)nn1 (configuration not stated) | 1.2 | -5
CCCCn1nnnc1C(c1cc2ccccc2o1)N(C)Cc1ccc(Cl)cc1 (configuration not stated) | 0.2 | -13
CCOC(=O)C1=CCN(S(C)(=O)=O)C1c1ccc(C)cc1 (configuration not stated) | 0.5 | 3
CSCCC(C(=O)Nc1c(C)cccc1C)N1CCN(C/C=C/c2ccccc2)CC1 (configuration not stated) | -0.4 | -6
CCOC(=O)[C@]12CCCC=C1N(Cc1ccc3c(c1)OCO3)C(=O)[C@H](CC(=O)N1CCOCC1)C2 | 0.1 | -1
O=C1NC[C@@H](CCCCN2C[C@H](Cc3ccc(O)cc3)N(CCc3ccccc3)C(=O)C2=O)N(CCc2ccccc2)C1=O | -0.1 | 5
COc1ccc(-c2nc3c(C)cc(Br)cn3c2Cc2ccccc2)cc1OC | -0.4 | 6
Cc1cccc(C)c1-n1nnnc1C1(C)CCC(=O)N1CCc1ccc(O)cc1 (configuration not stated) | 9.3 | -1
COC[C@H]1CCCN1c1ccc2c(c1)O[C@@H](COCc1ccccc1)CN([C@H](C)c1ccccc1)S2(=O)=O | 2.5 | -9
Clc1cccc(Cc2c(-c3ccccc3)nc3ccc(Cl)cn23)c1 | 3.1 | -8
CC(C)C[C@H]1COc2cc(N3CCC[C@@H]3CO)ccc2S(=O)(=O)N1 | 0.9 | 3
C=CCN(CC=C)Cc1cc(=O)oc2cc(C)ccc12 | 0.4 | 4

Shown with values under each structure: part of the list above.
Each structure is followed by: TcdB GH inh, Anthrax LF inh2
- CSCCC(C(=O)Nc1c(C)cccc1C)N1CCN(C/C=C/c2ccccc2)CC1 (configuration not stated)
  -0.4, -6
- CCCCNc1nc(NCc2ccccc2)nc2ccccc12
  0.5, -15

7 structures out of the list, ordered by count of non-hydrogen atoms, highest first:
SMILES | TcdB GH inh | Anthrax LF inh2
O=C1NC[C@H](CCCCN2C[C@H](Cc3ccccc3)N(CCc3ccc(O)cc3)C(=O)C2=O)N(CCc2ccc(O)cc2)C1=O | 4.4 | -12
COc1ccc(-n2nnnc2C(C2CC2)N2CCC(n3c(=O)[nH]c4ccccc43)CC2)cc1 (configuration not stated) | -0.7 | -3
CCCCn1nnnc1C(c1cc2ccccc2o1)N(C)Cc1ccc(Cl)cc1 (configuration not stated) | 0.2 | -13
CCCCCc1c(Cc2ccccc2)ncn1CCc1ccccc1OC | 0.7 | -8
CC(C)(C)n1c(O)c2n(c1=O)Cc1ccccc1N=C2c1ccccc1 | 3.4 | -7
CN(C)C1CN(Cc2cn(Cc3cccc(Cl)c3)nn2)S(=O)(=O)C1 (configuration not stated) | 0.8 | 4
CCCCNc1nc(NCc2ccccc2)nc2ccccc12 | 0.5 | -15

Following part.
SMILES | TcdB GH inh | Anthrax LF inh2
CCOC(=O)C1=CCN(S(=O)(=O)c2ccc(Cl)cc2)C1c1ccccc1 (configuration not stated) | 1.2 | -19
COC[C@@H]1CCCN1c1ccc2c(c1)O[C@@H](COCc1ccccc1)CN([C@H](C)c1ccccc1)S2(=O)=O | 1.4 | -1
Cc1ccc(CNC(=O)[C@H]2O[C@@H](n3ccc(N)nc3=O)[C@H](O)[C@@H]2O)o1 | 0.6 | -1
COc1ccc(S(=O)(=O)N2CCC[C@@H]2C(=O)N2CCC[C@H]2C(=O)NCc2ccncc2)cc1C | 1.9 | 2
CCOC1=C2CN(S(=O)(=O)c3ccc(C)cc3)[C@@H](c3ccc(CC)cc3)C[C@H]2[C@H]2C(=O)N(c3ccccc3)C(=O)[C@H]2C1 | 1.1 | 0
Cc1cccc(C)c1-n1nnnc1C1c2ccccc2C(=O)N1CCOc1ccccc1 (configuration not stated) | 1.5 | -8
CN1CC2CN(Cc3ccccc3)S(=O)(=O)C2C1 (configuration not stated) | -0.1 | -4
CCOC1=C2[C@@H](CN(S(=O)(=O)c3ccc(C)cc3)[C@H]2c2cccs2)[C@H]2C(=O)N(c3ccccc3)C(=O)[C@H]2C1 | -3.6 | -4
c1ccc2c(CCN3CCCCC3)c[nH]c2c1 | 0.1 | 3
O=C1NCN(c2ccccc2)C12CCN(C(CCc1ccccc1)c1nnnn1C1CCCC1)CC2 (configuration not stated) | -7.1 | 5
CCCCn1nnnc1C(c1cc2ccccc2o1)N1CCN(CC(=O)N2CCCC2)CC1 (configuration not stated) | 0.7 | -3
CN1CCN(C(c2ccccc2)c2nnnn2C(C)(C)C)CC1 (configuration not stated) | -1.8 | 0
Cc1cn([C@H]2C[C@H](O)[C@@H](/C=C/C(=O)NCc3ccco3)O2)c(=O)[nH]c1=O | 0.4 | 1
CCCCN(CCCC)Cc1cc(=O)oc2ccccc12 | -1.0 | 0
COc1ccc(-c2[nH][nH]c(=O)c2NC(=O)c2ccccn2)cc1 | -11 | 1
CCOC(=O)C1=CCCN(S(=O)(=O)c2ccc(C)cc2)C1 | 2.5 | 1
CCCCn1nnnc1C(c1cc2ccccc2o1)N1CCN(C(=O)OC(C)(C)C)CC1 (configuration not stated) | 2.4 | 5
Cc1cc2nc(-c3ccccc3)c(Cc3cccc(F)c3)n2c(C)c1Br | 5.2 | 5
C[C@H]1CN([C@@H](C)CO)C(=O)CCCn2cc(nn2)CO[C@@H]1CN(C)C(=O)Oc1ccccc1 | -1.7&-1.7&-1.9 | -6
Oc1cccc(-c2sc3ccccc3c2-c2ccc(OCCN3CCCCC3)cc2)c1 | -0.8 | -9
CCOC(=O)[C@]12Cc3cc4ccccc4cc3[C@H]1N(Cc1ccccc1)C(=O)c1ccccc12 | 1.5 | -2
CN1CCn2cnc(C(=O)NCc3ccc(CNC(=O)OC(C)(C)C)cc3)c2C1=O | 0.7 | -2
COc1cc(OC)cc(-c2c(Sc3ccccc3)c3cc(-c4ccc(OC)c(F)c4)ccc3n2C)c1 | -3.3 | -4
C[C@@H](c1ccccc1)N1C[C@@H](COCc2ccccc2)Oc2cc(N3CCC[C@H]3CO)ccc2S1(=O)=O | 0.5 | -4
CCCCNC(=O)C[C@@H]1C[C@@]2(C(=O)OCC)CCC=C2N(Cc2cccc3ccccc23)C1=O | 1.5 | -2
Cn1ccc2c(-c3ccc(C(C)(C)C)cc3)cc3c(c21)C1CCC3C1 (configuration not stated) | 1.0 | -5
O=C1NC[C@@H](CCCCN2CCN(CCc3ccccc3)C(=O)C2=O)N(Cc2ccccc2)C1=O | 0.7 | 1
Cc1ccc(Cc2c(-c3cccc(Br)c3)nc3cc(C)c(Br)c(C)n23)cc1 | 0.8 | -2
COc1ccccc1Cc1c(-c2ccc(OC)c(OC)c2)nc2c3ccccc3ccn12 | 0.3 | 2
CC(C)C[C@@H]1COc2cc(N(C)CCO)ccc2S(=O)(=O)N1 | -1.1 | -2
CCOC1=C2[C@H](c3cccs3)N(S(=O)(=O)c3ccc(C)cc3)C[C@H]2n2c(=O)n(-c3ccccc3)c(=O)n2C1 | 0.9 | -8
O=C(NCc1ccncc1)[C@@H]1CCCN1C(=O)[C@@H]1CCCN1C(=O)c1cccs1 | 0.4 | 1
CC(C)NC(=O)N1Cc2cc(C(=O)NC3CCCC3)nc(-c3cccc(-c4cccnc4)c3)c2[C@@H]1CCO | 0.0&0.5 | -3
Cc1ccc2nc(C(C)(C)C)c(Cc3ccsc3)n2c1 | 0.7 | 1
O=C(Nc1ccc2c(c1)OCCO2)C(C1CC1)N1CCN(C/C=C/c2ccccc2)CC1 (configuration not stated) | -0.3 | -4
Cc1ccc(-c2nc3c(C)cc(Br)cn3c2Cc2cccc(F)c2)cc1 | -0.2 | -2
Cc1ccc(Cc2c(C(C)(C)C)nc3cc(C)c(Br)c(C)n23)cc1 | 0.7 | 1
Cc1ccc(-c2nc3cc(C)c(Br)c(C)n3c2Cc2ccccc2)cc1 | 2.7 | -5
CC1=C(C(=O)N(C(C)C)C(C)C)CC(CC(=O)NCCCCc2ccccc2)C(=O)N1CCC1=CCCCC1 (configuration not stated) | 0.9 | 1
CCc1ccc([C@H]2[C@@H]3C(=O)C[C@@H]4C(=O)N(C)C(=O)[C@@H]4[C@@H]3CN2S(=O)(=O)c2ccc(C)cc2)cc1 | -1.9 | 6
